# Source: PubChem BioAssay
# Vif-APOBEC3F blk – qHTS for Inhibitors of Vif-A3F Interactions: qHTS; HeLa A3F-eYFP + Vif (tagged APOBEC3F with the HIV-1 protein that degrades it), YFP fluorescence increase; Potency, µM (top dose mostly 46.1 µM), for the others: at the highest dose activity, negative = active; 0.2% of 390,000 active; AID 602313, 2012; further: potency means the concentration at half of the fitted maximal effect; % of control where 0% means no effect; nearly all actives have a fitted effect of over 65% in size
#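 HeLa cells stably expressing Vif plus C-terminally eYFP-tagged A3F were seeded, incubated overnight at 37 deg C, dosed with compound, incubated overnight again at 37 deg C. Yellow fluorescence (Ex 488/Em 500-530) reported blocked Vif-mediated A3F-eYFP degradation.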
# Vif-A3G inh – qHTS for Inhibitors of Vif-A3G Interactions: qHTS; DNA dC->dU-editing enzyme APOBEC-3G (Homo sapiens), Q9HC16; HeLa A3G-eYFP + Vif (tagged APOBEC3G with the HIV-1 protein that degrades it), YFP fluorescence, overnight; Potency, µM (series often up to 46.1 µM), for inactives: at the top dose activity, negative = active, hits mostly inhibitors; 0.076% of 410,000 active;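 further: potency means the concentration at half of the fitted maximal effect; on the % scale 0 is the no-effect control and ±100 the full control effect; nearly all actives have a fitted effect of over 60% in size; hits raise eYFP signal because A3G escapes Vif-driven loss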
# Target sequence (Q9HC16 whole entry, looked up): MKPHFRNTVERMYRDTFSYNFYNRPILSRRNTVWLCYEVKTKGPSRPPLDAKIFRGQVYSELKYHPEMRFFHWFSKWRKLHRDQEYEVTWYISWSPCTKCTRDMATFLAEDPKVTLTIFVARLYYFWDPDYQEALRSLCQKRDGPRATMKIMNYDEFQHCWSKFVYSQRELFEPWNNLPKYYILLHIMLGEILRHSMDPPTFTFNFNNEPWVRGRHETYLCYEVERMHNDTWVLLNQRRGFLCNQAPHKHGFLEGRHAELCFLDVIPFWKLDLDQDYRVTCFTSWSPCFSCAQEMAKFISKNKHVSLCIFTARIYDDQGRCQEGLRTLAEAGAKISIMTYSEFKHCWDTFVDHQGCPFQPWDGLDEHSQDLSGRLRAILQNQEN
#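 Read-out is eYFP fluorescence (Ex 488/Em 500-530) from Vif-expressing HeLa A3G-eYFP cells; more signal means A3G escaped Vif-mediated degradation. Cells plated overnight, compound pinned in, incubated overnight at 37 deg C.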
# USP1 inh – Inhibitors of USP1/UAF1: Primary Screen. recombinant USP1/UAF1, Ub-Rhodamine cleavage fluorescence. Potency, µM (doses to about 57.1 µM), without a hit: at the top dose activity change, negative = inhibition, most hits filed as inhibitors. 0.23% of 390,000 active. AID 743255, 2014; further: potency means the concentration at half of the fitted maximal effect; on the % scale 0 is the no-effect control and ±100 the full control effect; nearly all actives have a fitted effect of over 60% in size; inactives centre near -12
#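 Step one: compound is pinned into 1nM USP1/UAF1 in HEPES pH 7.8 buffer with TCEP. Step two: 15 min room-temperature incubation. Step three: Ub-Rho (150nM final) starts cleavage, tracked by fluorescence over six one-minute reads.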
# LDHA inh – qHTS assay for inhibitors of human lactate dehydrogenase; L-lactate dehydrogenase A chain (Homo sapiens), P00338; purified LDHA, NADH/diaphorase-resazurin fluorescence; active compounds read low; activity change, % (values are at about 110 or 230 µM); 0.15% of 480,000 active; AID 1347041, 2019; in the data active means activity change below about -30%; inconclusive means mostly about -25% to -30%;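 further: plate controls were DMSO wells for no effect and wells without enzyme for full effect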
#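 Resorufin fluorescence (ex540/em590), read at 0 and 20 min after diaphorase/resazurin addition, reports the NADH left after a 5 min room-temperature reaction of 2 nM human LDH5 with 0.06 mM NADH and 0.2 mM pyruvate.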
# rTrxR1 inhibitor – qHTS Assay for Inhibitors of Mammalian Selenoprotein Thioredoxin Reductase 1 (TrxR1): qHTS; recombinant rTrxR1, NADPH fluorescence consumption, selenite substrate; Potency, µM (top dose mostly 114 µM), for inactives: top-dose activity change, negative = inhibition, usual class: inhibitors; 1% of 390,000 active; further: potency means the concentration at half of the fitted maximal effect; on the % scale 0 is the no-effect control and ±100 the full control effect; nearly all actives have a fitted effect of over 65% in size
#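 Rat TrxR1 (90 nM in the dispensed reagent) was pre-reduced with 400 uM NADPH for 5 min at room temperature, then incubated with compound for 15 min. After 400 uM selenite was added, NADPH fluorescence (Ex 340/Em 450 nm) was followed for 8 min.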
# RGS4 inh – Inhibitors of Regulator of G Protein Signaling (RGS) 4: qHTS; Regulator of G-protein signaling 4 (Homo sapiens), P49798; Transcreener GDP fluorescence polarization, RGS4-accelerated GTP hydrolysis; Potency, µM (highest dose often 114 µM), inactives show at the highest dose activity change, negative = inhibition, actives largely listed as inhibitors; 0.039% of 390,000 active; AID 504845, 2011; further: potency means the concentration at half of the fitted maximal effect; on the % scale 0 is the no-effect control and ±100 the full control effect; nearly all actives have a fitted effect of over 75% in size; some results filed as inactive show a strong effect at the top dose
# Target sequence (P49798 whole entry, looked up): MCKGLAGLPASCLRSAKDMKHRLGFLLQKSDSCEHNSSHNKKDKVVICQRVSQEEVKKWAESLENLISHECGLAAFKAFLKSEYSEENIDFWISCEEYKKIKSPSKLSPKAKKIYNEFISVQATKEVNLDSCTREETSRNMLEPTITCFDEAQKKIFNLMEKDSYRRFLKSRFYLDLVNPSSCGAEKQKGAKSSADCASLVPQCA
#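 MLSMR compounds (23 nl, pin-transferred) preincubated 10 min at room temperature with a 500nM (2x) first reagent, then RGS4 at 900nM (2x) plus Transcreener GDP mix added; fluorescence polarization (620/688 nm) read before and after 90 min at 30 °C.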
# mIDH1 inhibitor – qHTS for Inhibitors of mutant isocitrate dehydrogenase 1 (IDH1): qHTS | IDH1-R132H enzyme, NADPH consumption, diaphorase/resazurin fluorescence | Potency, µM (highest dose often 76.6 µM), inactives show at the top dose activity change, negative = inhibition, usual class: inhibitors | 0.093% of 390,000 active | Isocitrate dehydrogenase [NADP] cytoplasmic (Homo sapiens), O75874 | AID 602179, 2012; further: potency means the concentration at half of the fitted maximal effect; on the % scale 0 is the no-effect control and ±100 the full control effect; nearly all actives have a fitted effect of over 65% in size
# Target sequence (O75874 whole entry R132H, stated change not applied): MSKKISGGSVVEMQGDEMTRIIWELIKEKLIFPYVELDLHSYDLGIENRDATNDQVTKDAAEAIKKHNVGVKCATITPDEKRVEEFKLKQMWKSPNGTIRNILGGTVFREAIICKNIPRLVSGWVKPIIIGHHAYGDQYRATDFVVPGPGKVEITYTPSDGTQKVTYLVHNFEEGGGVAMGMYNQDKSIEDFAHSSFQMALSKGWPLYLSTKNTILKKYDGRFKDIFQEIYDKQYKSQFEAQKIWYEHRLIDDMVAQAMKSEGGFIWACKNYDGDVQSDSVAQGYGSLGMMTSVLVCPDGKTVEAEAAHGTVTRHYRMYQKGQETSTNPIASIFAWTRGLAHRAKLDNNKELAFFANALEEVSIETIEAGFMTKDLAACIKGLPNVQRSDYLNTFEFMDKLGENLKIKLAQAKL
#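 IDH1-R132H (0.5 ug/mL dispensed) in pH 7.5 Tris buffer was preincubated 30 min with compound, then given a substrate mix of 0.016 mM NADPH and 2 mM alpha-KG for 80 min at room temperature; remaining NADPH was read by diaphorase/resazurin fluorescence.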
# GRP78 ERSR act – qHTS for Inducers of the Endoplasmic Reticulum Stress Response (ERSR) in Human Glioma: qHTS; U87-MG GRP78 promoter luciferase reporter, 16 h; Potency, µM, for the others: at the highest dose activation, hits mostly activators; 0.02% of 420,000 active; further: potency means the concentration at half of the fitted maximal effect; series mostly up to about 76 µM; % of control where 0% means no effect; nearly all actives have a fitted effect of over 35% in size
#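 ERSR induction read as luciferase luminescence (Bright-Glo, 10 min at room temperature) in stably transfected human U87-MG glioma cells exposed to compounds for 16 h, using GRP78 as sensor.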
# TrxR1 substrate – qHTS Assay for Substrates of Mammalian Selenoprotein Thioredoxin Reductase 1 (TrxR1): qHTS. 0.01% of 390,000 active. purified TrxR1 substrate turnover, NADPH consumption readout. Potency, µM (series often up to 114 µM), without a hit: top-dose activity change, negative = substrate turnover. Thioredoxin reductase 1, cytoplasmic (Rattus norvegicus), O89049; further: potency means the concentration at half of the fitted maximal effect; on the % scale 0 is the no-effect control and ±100 the full control effect; nearly all actives have a fitted effect of over 50% in size
#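 Rat TrxR1, dispensed at 90 nM, was prereduced with 400 uM NADPH (final) for 5 min at ~22 deg C, then incubated with compound 15 min before 400 uM selenite. A first-read NADPH fluorescence drop versus no-compound background flagged substrates.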
# * = called active by the depositor; ? = inconclusive; / = not tested or not shown; [ ] = another dose, or the depositor's remark. Unless noted, the call rests on the fitted dose curve; in most records, active means well fitted curve in the direction sought with a large enough effect; inconclusive means small, poorly fitted or top-dose-only effect, or another doubt; inactive means no such curve, though single readings can be large; an effect the other way counts as inactive or inconclusive. Some of the compounds tested. The share of hits here may be higher or lower than overall.
1: Nc1nc(CN2CCc3ccccc3C2)nc(Nc2ccccc2)n1
2: COc1ccc(Cl)cc1C(=O)NC1=NCCS1
3: COC(=O)C(NC(=O)CCC(=O)N[C@@H](C(=O)OC)c1ccccc1)c1ccccc1 (stereo not given in full)
4: COc1ccc(OC)c(NC(=O)Cn2nc(C)c3ccccc3c2=O)c1
5: CCOC(=O)N1CCc2c(sc3c2c(=O)n(-c2ccccc2C(F)(F)F)c(=O)n3Cc2ccccc2C)C1
6: CCOC(=O)C1CCN(c2nc3c(S(=O)(=O)c4ccc(Br)cc4)nnn3c3ccsc23)CC1
7: Nc1nnc(SCc2c(F)cccc2Cl)s1
8: Cc1cc2c(s1)CCCCC(=O)N2

screen / no. | 1 | 2 | 3 | 4 | 5 | 6 | 7 | 8
Vif-APOBEC3F blk | -1% | -10% | 0% | 0% | -1% | -2% | 7% | 1%
Vif-A3G inh | 0% | 3% | -2% | -4% | -1% | 0% | 1% | 1%
USP1 inh | ? | 0% | -16% | -22% | -6% | 5% | -7% | -20%
LDHA inh | 0 | -7 | 2 | 0 | -1 | 0 | -7 | -4
rTrxR1 inhibitor | -9% | 15%[57.1 µM] | 23% | -5% | 9% | 85%[activator] | -6% | 34%[57.1 µM]
RGS4 inh | 7% | 9% | -1% | 10% | 0% | 6% | -10% | -34%
mIDH1 inhibitor | 0% | -2% | -1% | -3% | 1% | 7% | -2% | 6%
GRP78 ERSR act | -4% | -1% | -3% | -4% | -4% | -4% | 0% | 2%
TrxR1 substrate | 11% | -11% | 6% | -11% | -7% | 65%[activator] | -2% | 6%[57.1 µM]

# Some values from the results shown:
# Entry of CCOC(=O)N1CCc2c(sc3c2c(=O)n(-c2ccccc2C(F)(F)F)c(=O)n3Cc2ccccc2C)C1 under Vif-A3G inh: -1%
# Entry of COC(=O)C(NC(=O)CCC(=O)N[C@@H](C(=O)OC)c1ccccc1)c1ccccc1 (stereo not given in full) under USP1 inh: -16%

# Remaining list, next part.
9: O=C(COc1ccc2ccc(=O)oc2c1)Nc1ccc(N2CCCCC2)cc1
10: CC(=O)c1ccc(OC(=O)CCN2c3ccccc3Sc3ccccc32)cc1
11: CCCCN(C(=O)/C=C/c1ccc(OC)cc1)C1CCS(=O)(=O)C1 (stereo not given)
12: COc1cc(C(=O)OC(C)CN2C(C)CCCC2C)cc(OC)c1OC (stereo not given)
13: Cc1ccc(-n2c(=O)c3cccnc3n2CC(=O)Nc2ccccc2C(F)(F)F)cc1C
14: CCOc1ccc(NC(=O)CSc2nc(-c3ccccc3)c3cc(OCC)ccc3n2)cc1
15: Cc1ccc(NC(=O)CN2CCN(C(=O)C3CC3)CC2)c(F)c1
16: CN(C(=O)COC(=O)c1ccc([N+](=O)[O-])cc1N)c1ccccc1

screen / no. | 9 | 10 | 11 | 12 | 13 | 14 | 15 | 16
Vif-APOBEC3F blk | 1% | -7% | -6% | 1% | -4% | -1% | 1% | ?
Vif-A3G inh | 0% | -4% | 1% | 0% | -6% | 5% | 0% | 1%
USP1 inh | -19% | -7% | -4% | -10% | 1% | 18% | 2% | 38%[activator]
LDHA inh | -10 | -4 | -10 | -7 | -2 | -5 | -12 | -5
rTrxR1 inhibitor | 0% | -17% | 4% | 22% | 19%[57.1 µM] | 32% | / | 3%[57.1 µM]
RGS4 inh | -5% | -4% | -47% | -3% | -15% | -3% | / | 10%
mIDH1 inhibitor | 1% | 5% | 0% | 2% | -1% | 2% | 1% | 2%
GRP78 ERSR act | -3% | -1% | -5% | 0% | -4% | 0% | 2% | -3%
TrxR1 substrate | 52%[activator] | -12% | -5% | 9% | 55%[activator][57.1 µM] | 4% | / | -17%[57.1 µM]

# 2 records drawn at random from the list so far, as already listed:
16: CN(C(=O)COC(=O)c1ccc([N+](=O)[O-])cc1N)c1ccccc1
7: Nc1nnc(SCc2c(F)cccc2Cl)s1

screen / no. | 16 | 7
Vif-APOBEC3F blk | ? | 7%
Vif-A3G inh | 1% | 1%
USP1 inh | 38%[activator] | -7%
LDHA inh | -5 | -7
rTrxR1 inhibitor | 3%[57.1 µM] | -6%
RGS4 inh | 10% | -10%
mIDH1 inhibitor | 2% | -2%
GRP78 ERSR act | -3% | 0%
TrxR1 substrate | -17%[57.1 µM] | -2%

# (next part)
17: COc1ccc(-c2nc3ccccc3s2)cc1NC(=O)c1ccccc1F
18: Cc1c2ccccc2nc2ccccc12
19: Cc1ccc(C(=O)CCC(=O)N2CCN(c3ccc(F)cc3)CC2)cc1
20: Cc1csc(NC(=O)CSC2=NS(=O)(=O)c3ccccc3N2)n1
21: O=C(CCc1ccccc1)c1ccc2c(c1)OCCCO2
22: CN1CCN(c2ccc(C(=O)NC3CCCCC3)cc2[N+](=O)[O-])CC1
23: COCCCN1C(=O)c2ccc(C(=O)OCC(=O)N3CCN(c4ccccc4)CC3)cc2C1=O
24: COc1ccc(Br)cc1CNC(=O)CCSCc1ccc(C)cc1

screen / no. | 17 | 18 | 19 | 20 | 21 | 22 | 23 | 24
Vif-APOBEC3F blk | -4% | -17% | -3% | 7% | 0% | 1% | -18% | 0%
Vif-A3G inh | 2% | 3% | 0% | 1% | -5% | 0% | 1% | -2%
USP1 inh | -10% | ? | -15% | -16% | -17% | -14% | -8% | 8%
LDHA inh | -5 | -1 | -2 | -3 | 2 | 1 | -2 | 0
rTrxR1 inhibitor | 10%[11.4 µM] | 22%[57.1 µM] | 18%[57.1 µM] | -9% | 12% | -1% | -1%[57.1 µM] | 21%[57.1 µM]
RGS4 inh | -11% | 2% | 0% | -10% | 9% | -16% | 18% | 10%
mIDH1 inhibitor | 10% | 14% | 11% | -1% | 3% | 10% | 4% | -10%
GRP78 ERSR act | 2% | -2% | -6% | -1% | 6% | -4% | -2% | -2%
TrxR1 substrate | 13% | 38%[activator][57.1 µM] | 6%[57.1 µM] | -8% | 2% | 3% | -1%[57.1 µM] | 3%[57.1 µM]

25: CC(NC(=O)c1ccc(N(C)C)cc1)C(c1cccs1)N1CCN(C)CC1 (stereo not given)
26: Cc1ccc(CNC(=O)Cn2c(SCC(=O)Nc3ccc(F)cc3)nc3ccccc32)cc1
27: O=C(CC12CC3CC(CC(Br)(C3)C1)C2)Nc1nncs1
28: COc1ccc2c(c1)c1nnc(SC)nc1n2Cc1ccccc1
29: Cc1[nH]c2ccccc2c1C(O)c1ccncc1 (stereo not given)
30: O=C(COc1cccc2cccnc12)N/N=C1\SCC(=O)N1Cc1ccco1
31: CC(C)(C)NC(=O)CN(C(=O)c1snc(C(=O)NC2CCCCC2)c1N)c1ccccc1F
32: c1ccc(-c2noc(-c3ccccc3-c3ccccc3)n2)cc1

screen / no. | 25 | 26 | 27 | 28 | 29 | 30 | 31 | 32
Vif-APOBEC3F blk | -8% | 4% | -3% | / | -8% | -6% | 8% | /
Vif-A3G inh | 0% | ? | -2% | / | -8% | 1% | 0% | 0%
USP1 inh | -3% | 0% | -11% | / | -21% | -13% | -29% | -16%
LDHA inh | 3 | 2 | -11 | -4 | 1 | -5 | -12 | -8
rTrxR1 inhibitor | 7% | -5%[57.1 µM] | 12% | 8% | 21%[11.4 µM] | -15% | 26% | -9%
RGS4 inh | -7% | -26% | 13% | 29% | -10% | -24% | 12% | -26%
mIDH1 inhibitor | 2% | 14% | 4% | / | 5% | 10% | -8% | 2%
GRP78 ERSR act | 2% | -9% | 0% | / | -2% | -1% | -4% | -2%
TrxR1 substrate | 4% | -4%[57.1 µM] | 5% | 1% | 6% | -5% | 31%[activator] | -4%

33: CCn1c(CNC(=O)c2cccs2)nnc1SCC(=O)Nc1ccc(Cl)cc1
34: Cc1ccc(C(=O)NS(=O)(=O)c2ccccc2)cc1
35: COc1ccccc1NC(=O)COc1cc(Br)c(CNCCCN2CCOCC2)cc1OC
36: O=C(CSc1ncc(CO)n1Cc1ccccc1)Nc1nc2ccccc2s1
37: CC(=O)NC1=NN(C(C)=O)C(C)(c2ccc(Br)cc2)S1 (stereo not given)

screen / no. | 33 | 34 | 35 | 36 | 37
Vif-APOBEC3F blk | 4% | 3% | -7% | 6% | -4%
Vif-A3G inh | 0% | -3% | 6% | -8% | ?
USP1 inh | -15% | -9% | -11% | -15% | -9%
LDHA inh | -5 | -2 | 1 | -12 | -2
rTrxR1 inhibitor | -4% | 17%[57.1 µM] | 8% | -4%[57.1 µM] | 14%
RGS4 inh | -24% | ? | -28% | -12% | 15%
mIDH1 inhibitor | 0% | 9% | 3% | -10% | -9%
GRP78 ERSR act | -3% | 1% | -1% | -1% | -1%
TrxR1 substrate | -5% | -19%[57.1 µM] | 8% | -8%[57.1 µM] | -2%
